# Compound activity deposited in PubChem BioAssay by several laboratories.
# MrgX1 antag = human MrgX1 receptor antagonism, primary screen; Q96LB2; MRGX1-HEK293 calcium flux, Fluo-4, BAM8-22 antagonism; hits give low values; B-score at 10 µM; 310,000 tested, 1.3% active; AID 588676;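 active = calcium-response B-score plate-corrected more than 3 library SD below zero, starting fluorescence within 5 deviations, no agonist response on first addition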;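 also: peak minus trough fluorescence over baseline after final BAM8-22 challenge near maximal dose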
# ANO1 block = inhibitors of mouse TMEM16A calcium-activated chloride channel. normalized B-score (activity score, 25-100; higher = stronger inhibition) at 10 µM. AID 588511. 310,000 tested, 1.2% active. Q8BHY3. HEK293 TMEM16A/YFP iodide influx fluorescence, ionomycin;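 active = ratio plate-corrected score three or more library SD toward inhibition, starting fluorescence score within five deviations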;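 also: score derived from kinetic fluorescence span divided by baseline fluorescence per well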
# TRPC6 inhibitor = inhibitors of mouse TRPC6 channel. Q61143. HEK293-TRPC6, membrane potential dye, ACh-evoked depolarization; hits give low values. B-score at 10 µM. 310,000 tested, 1.1% active. AID 2553;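 active = B-score under library mean minus 3 SD, initial fluorescence not abnormally high, positive integrated signal ratio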;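 also: B-score derived from integrated fluorescence ratio over the kinetic read; more negative B-score means stronger inhibition of depolarization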
# Target sequence (Q61143 whole entry, looked up): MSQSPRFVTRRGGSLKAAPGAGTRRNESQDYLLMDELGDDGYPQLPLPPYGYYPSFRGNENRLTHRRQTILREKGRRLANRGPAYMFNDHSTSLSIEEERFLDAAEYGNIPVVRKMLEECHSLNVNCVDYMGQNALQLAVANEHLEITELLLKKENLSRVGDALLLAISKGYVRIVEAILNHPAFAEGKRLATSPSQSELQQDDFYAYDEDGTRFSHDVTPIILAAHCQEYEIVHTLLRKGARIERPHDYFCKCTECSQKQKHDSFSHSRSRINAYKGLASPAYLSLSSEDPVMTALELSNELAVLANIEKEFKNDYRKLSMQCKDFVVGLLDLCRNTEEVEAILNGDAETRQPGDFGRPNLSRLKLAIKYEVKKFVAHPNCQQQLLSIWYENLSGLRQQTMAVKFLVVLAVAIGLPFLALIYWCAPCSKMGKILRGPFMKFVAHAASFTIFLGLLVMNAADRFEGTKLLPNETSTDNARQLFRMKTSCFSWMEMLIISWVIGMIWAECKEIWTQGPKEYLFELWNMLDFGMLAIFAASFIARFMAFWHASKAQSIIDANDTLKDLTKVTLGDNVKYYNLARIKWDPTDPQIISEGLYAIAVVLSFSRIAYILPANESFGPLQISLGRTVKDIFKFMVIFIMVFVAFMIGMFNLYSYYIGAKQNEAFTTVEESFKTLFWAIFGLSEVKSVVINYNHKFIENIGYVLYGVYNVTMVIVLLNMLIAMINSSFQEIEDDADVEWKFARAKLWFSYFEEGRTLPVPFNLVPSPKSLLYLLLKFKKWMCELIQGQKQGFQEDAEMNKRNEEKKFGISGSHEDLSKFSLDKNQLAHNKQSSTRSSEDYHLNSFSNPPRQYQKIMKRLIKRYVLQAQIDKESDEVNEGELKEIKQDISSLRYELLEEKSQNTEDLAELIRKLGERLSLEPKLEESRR
# MrgX1 ag = activates human MrgX1 receptor signaling | Q96LB2 | B-score at 10 µM | MrgX1-HEK293 cells, Fluo-4 calcium fluorescence, agonist mode; hits give high values | 310,000 tested, 0.44% active;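 active = calcium response B-score plate-corrected fluorescence ratio at least 3 library SD, with starting fluorescence B-score inside 5 SD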
#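 Material: MrgX1-expressing HEK293 cells; input: 15,000 cells per well; doses: test compound given as first of three sequential additions; schedule: overnight plating before 1 h dye loading; technique: Fluo-4 NW calcium-flux fluorescence, kinetic read; evaluation: baseline-normalised fluorescence change ratio, B-scored; control set: plate-wise positive and negative controls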
# TRPC6 activator = activators of mouse TRPC6 channel; AID 2550; Q61143; HEK293-TRPC6 membrane potential dye fluorescence; hits give high values; 310,000 tested, 0.13% active; B-score at 10 µM;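 active = B-score of the integrated fluorescence ratio above library mean plus 3 SD, and starting fluorescence ratio within library mean plus 5 SD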;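 also: higher score means more depolarization so channel activation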
# MrgX1 allo act = allosterically activates human MrgX1 receptor signaling | Q96LB2 | MrgX1-HEK293, Fluo-4 calcium flux, FDSS; hits give high values | B-score at 10 µM | 310,000 tested, 0.63% active | AID 588675;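 active = plate-corrected calcium response at least 3 library SD above typical, normal starting fluorescence, not activating the receptor alone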;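 also: compound read alongside a low EC10 to EC30 dose of BAM8-22 agonist; peak minus trough fluorescence over baseline measured at the second addition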
# RGS4 pot = potentiators or activators of RGS4. 310,000 tested, 0.92% active. AID 463111. HEK293 M3R/inducible RGS4, carbachol calcium flux Fluo4; hits give low values. B-score at 10 µM;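 active = B-score of the integrated calcium signal more than 4 SD below the library mean, with starting fluorescence not abnormally high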;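 also: negative B-score means reduced calcium response which marks RGS4 activation or potentiation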
#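 Test system: HEK293 cells with stable M3R and inducible RGS4; also added: carbachol at ECmax as muscarinic agonist stimulus; schedule: dye loading 30 min 37 °C, buffer rest 30 min RT; technique: kinetic calcium fluorescence imaging with Fluo4-AM dye, 2 µM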
# RGS4 block = human RGS4 inhibition; 310,000 tested, 0.45% active; B-score at 10 µM; HEK293 M3R/RGS4 inducible, Fluo-4 calcium flux; hits give high values; triggered by carbachol at its EC20; P49798;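 active = B-score, a plate-corrected calcium signal, over three deviations above library mean, with baseline fluorescence within five deviations of library mean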;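 also: RGS4 expression induced by doxycycline in cells with stable M3 receptor; B-score is computed from the integrated fluorescence ratio over baseline after carbachol; higher B-score means a larger calcium signal and so more RGS4 inhibition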
# Target sequence (P49798 whole entry, looked up): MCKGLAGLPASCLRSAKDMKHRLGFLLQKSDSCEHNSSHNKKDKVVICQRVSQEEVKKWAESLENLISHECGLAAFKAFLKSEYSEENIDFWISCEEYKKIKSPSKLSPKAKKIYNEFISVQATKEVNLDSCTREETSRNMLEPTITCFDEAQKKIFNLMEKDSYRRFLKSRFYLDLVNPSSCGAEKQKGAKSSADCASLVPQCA
# ANO1 activ = activates or potentiates the mouse TMEM16A chloride channel. Q8BHY3. HEK293 TMEM16A/YFP-H148Q/I152L, iodide quench fluorescence; hits give low values. B-score at 10 µM. 340,000 tested, 0.3% active. AID 623877;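 active = fluorescence-ratio B-score plate-corrected deviation score at least 3 library SD below zero, with starting fluorescence score within 5 deviations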;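 also: channel opened by trigger with iodide after compound preincubation; score built on the fluorescence ratio of max minus min over baseline; more negative score means more quench and so TMEM16A activation or potentiation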
# HDAC3 inhib = human HDAC3 inhibition; 320,000 tested, 0.15% active; recombinant HDAC3, fluorogenic peptide/trypsin coupled, fluorescence; O15379; inhibition, % at 8.3 µM; in the data active = inhibition above about 26%, passing the limit was not always enough
# SKKanGAS inh = blocks kanamycin growth of S. pyogenes SKKanGAS strain; BacTiter-Glo, 6 h; inhibition, % at 7.5 µM; 300,000 tested, 1.3% active;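 active = mean replicate score, as percent of positive control median, at least 50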;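 also: strain carries kanamycin resistance gene driven by streptokinase promoter and grows in 40 µg/ml kanamycin; loss of luminescence reflects streptokinase promoter inhibition or plain growth inhibition; 0% = median of DMSO wells and 100% = positive control at its reference dose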
# * = called active by the depositor; i = inactive; nt = not tested or not shown.
SMILES,MrgX1 antag,ANO1 block,TRPC6 inhibitor,MrgX1 ag,TRPC6 activator,MrgX1 allo act,RGS4 pot,RGS4 block,ANO1 activ,HDAC3 inhib,SKKanGAS inh
COc1ccc(C(=O)c2c(NC(C)=O)sc3c2CCN(C(=O)OC(C)(C)C)C3)cc1,i,i,i,i,i,i,i,i,i,8,5
O=C(Nc1ccccc1F)c1ccc(CSc2ncccn2)cc1,i,i,i,i,i,i,i,i,i,-1,0
COc1cccc(C(=O)Nc2nc3ccc(S(C)(=O)=O)cc3s2)c1,i,i,i,i,i,i,i,i,i,-1,4
Cc1ccccc1CNC(=O)C(=O)NCCC1CCCCN1S(=O)(=O)c1ccccc1 (stereo unspecified),i,i,i,i,i,i,i,i,i,1,-8
Cc1onc(-c2ccccc2)c1C(=O)Nc1ccc(S(=O)(=O)NC(C)(C)C)cc1,i,i,i,i,i,i,i,i,i,1,3
Cc1csc(SCC(=O)c2cc(C)n(Cc3cccs3)c2C)n1,i,100*,i,i,i,i,i,i,i,5,9
Cc1cccc(S(=O)(=O)NCCc2ccccc2)c1,i,i,i,i,i,i,i,i,i,-7,nt
O=C(Cn1ccc(C(F)(F)F)n1)NNC(=O)c1cccnc1,i,i,i,i,i,i,i,i,i,-1,-4
Oc1c(Cl)cc(Cl)cc1C=Nc1cc(C(F)(F)F)ccc1N1CCc2ccccc2C1,i,i,i,i,i,i,i,i,i,-10,87*
COc1ccc(N2CCN(C(=O)CNC(=O)c3ccccc3Cl)CC2)cc1,i,i,i,i,i,i,i,i,i,6,-1
Cc1ccc(-c2nn(-c3ccccc3)cc2CN(C)C(=O)CCC(=O)O)cc1C,i,i,i,i,i,i,i,i,i,-5,4
CCOC(=O)C(C)Oc1ccccc1C1NC(=O)NC(C)=C1C(=O)Nc1ccc(C)c(C)c1 (stereo unspecified),i,i,i,i,i,i,i,i,i,1,-5
COCCNC(=S)N/N=C(\C)c1ccc(C)c([N+](=O)[O-])c1,i,i,i,i,i,i,i,i,i,6,-1
OCC[C@H]1C[C@@H](O)[C@H](O)[C@]2(CCCCO2)O1,i,i,i,i,i,i,i,i,i,0,-5
COc1ccc(S(=O)(=O)N(Cc2ccco2)Cc2cc3ccccc3[nH]c2=O)cc1,i,i,i,i,i,i,i,i,i,2,-2
Cc1ccc(CNC(=O)c2cc(S(=O)(=O)N3CCOCC3)cn2C)cc1,i,i,i,i,i,i,i,i,i,nt,0
Cc1nnc(NC(=O)c2c(F)cccc2F)s1,i,i,i,i,i,i,i,i,i,4,-7
COc1ccc2cc(C(=O)C3CCCN(Cc4cnc(N5CCOCC5)s4)C3)ccc2c1 (stereo unspecified),i,i,i,i,i,i,i,i,i,2,-6
Cc1ccccc1NC(=S)NNC(=O)c1ccco1,nt,nt,i,nt,i,nt,i,i,i,nt,-6
COc1ccc(Cn2c(CCC(=O)NCCC(C)C)nc3ncccc3c2=O)cc1,i,i,i,i,i,i,i,i,i,-6,-3
CCc1ccccc1NC(=O)CCCSc1nc2ccccc2s1,i,i,i,i,i,i,i,i,i,11,-14
Cc1cc(OC(=O)c2ccccc2Cl)cc(=O)n1C,i,i,i,i,i,10*,i,i,i,0,5
CCOc1ccc(N2C(=O)CN(C)C2=S)cc1,i,i,i,i,i,i,i,i,i,4,-5
CC1(C)CC(CCN(Cc2ccccc2)C(=O)c2ccco2)(c2ccccc2)CCO1 (stereo unspecified),i,i,i,i,i,i,i,i,i,0,-1
O=c1oc2ccccc2c(NCc2ccccc2F)c1[N+](=O)[O-],i,i,i,i,i,i,i,i,i,3,-3
CNCc1ccccc1OCc1ccccc1F,i,i,i,i,i,i,i,i,i,-7,-1
Cc1cc(/C=C(\C#N)C(=O)Nc2ccccc2)c(C)n1-c1ccc(C(=O)O)cc1,i,i,i,i,i,i,i,i,i,nt,32
CC(=O)C(=Nc1ccccc1Cl)NNc1ccc(Cl)cc1,i,i,i,i,i,i,-11*,i,i,-1,25
CC(NC(=O)C(=O)N1CCCCC1)C(c1cccs1)N1CCN(C)CC1 (stereo unspecified),i,i,i,i,i,i,i,i,i,-2,-2
Cn1c(=O)n(-c2cccc(Cl)c2)c(=O)c2c3c(sc21)COC(C)(C)C3,i,i,i,i,i,i,i,i,i,-2,7
CCOC(=O)C1=C(C)NC2=C(C(=O)CC(C)(C)C2)C1c1cccc(C)n1 (stereo unspecified),i,i,i,i,i,i,i,i,i,-12,6
COC(=O)c1ccc(Nc2nc(C)cc(C)n2)cc1,i,i,i,i,i,i,i,i,i,0,0
COCc1cc(=O)[nH]c(-c2ccccc2OC(F)(F)F)n1,i,i,i,i,i,i,i,i,i,2,-1
Cc1ccc2c(c1)NC(=O)[C@@]1(C)[C@@H](c3ccccc3)[C@H]3COc4ccccc4[C@@H]3N1C2=O,i,i,nt,i,nt,i,nt,nt,i,-1,nt
CN(C(=S)Nc1ccc(SC(F)F)cc1)c1ccc(O)cc1,i,i,i,i,i,i,i,i,i,9,3
Cc1ccc2nc(N(CCCN(C)C)C(=O)c3ccc4ncsc4c3)sc2c1,i,i,i,i,i,i,i,i,i,-3,2
Cn1c(SCC(=O)NCC2CCCO2)nc2c([nH]c3ccccc32)c1=O (stereo unspecified),i,i,i,i,i,i,i,i,i,6,0
Cc1cc(C)cc(OCc2nc3ncc(Br)cc3[nH]2)c1,i,i,i,i,i,i,i,i,i,3,-3
O=C(CCCc1nc(-c2ccccc2Cl)no1)NCc1cccnc1,i,i,i,i,i,i,i,i,i,-1,-20
COc1ccc(CN2CCNC(=O)C2CC(=O)NCCC2=CCCCC2)c(F)c1 (stereo unspecified),i,i,i,i,i,i,i,i,i,-1,6
CC(C)CN(C(=O)c1nn(C)c(=O)c2ccccc12)c1nc2ccccc2s1,i,i,i,i,i,7*,i,i,i,7,4
CCOC(=O)C1(Cc2ccccc2)C(=O)Nc2ccccc21 (stereo unspecified),i,i,i,i,i,i,i,i,i,-6,-3
S=C(NN=C1CCN(Cc2ccccc2)CC1)NC1CCCCC1,i,i,i,i,i,i,i,i,i,13,-7
CC(C)=CC(=O)OCC(=O)Nc1ccc(SC(F)F)cc1,i,i,i,i,i,i,i,i,i,3,2
O=[N+]([O-])c1cccc(CSc2nnc(Cc3ccccc3)n2-c2ccc(F)cc2)c1,i,i,i,i,i,i,i,i,i,5,-1
Cc1cc(-n2ccc(=O)[nH]c2=O)nc(-c2ccccc2)n1,i,i,i,i,i,i,i,i,i,4,6
CCOc1ccc(C(=O)C2CCN(CC(=O)Nc3nccs3)CC2)cc1,i,i,i,i,i,i,i,i,i,-1,1
Cc1ccc(NS(=O)(=O)c2cc(C(=O)NCCSc3ccc(C)cc3)ccc2C)cc1,i,i,i,i,i,i,i,i,i,15,28
Cc1ccc(/C=N/n2c(COc3ccccc3)n[nH]c2=S)o1,i,i,i,i,i,i,i,i,i,5,-3
CN1CCN(Cc2c(C(=O)N/N=C/c3cccc(Br)c3)nnn2-c2nonc2N)CC1,i,i,i,i,i,i,i,i,i,6,10
CCOc1ccc(C(=O)N[C@H](C(=O)Nc2ccc(OC)c(S(=O)(=O)N3CCOCC3)c2)C(C)C)cc1,i,i,i,i,i,i,i,i,i,0,6
Cc1ccc(NC(=O)CCN2C(=O)c3ccccc3C2=O)cc1C,i,i,i,i,i,i,i,i,i,-11,-1
CN(C)/C=C/C(=O)c1ccccc1F,i,i,i,i,i,i,i,i,i,4,0
COc1ccccc1NC(=O)Nc1nc(CC(=O)N2CCN(c3ccccc3F)CC2)cs1,i,i,i,i,i,i,-7.1*,i,i,-3,28
Cc1ccc(S(=O)(=O)Nc2nc(C)c(C(=O)N/N=C/c3ccccc3)s2)cc1,i,i,i,i,i,i,i,i,i,19,6
O=C(OCc1cc2ccccc2[nH]c1=O)c1cccnc1,i,i,i,i,i,i,i,i,i,-4,-2
COc1ccc(C2/C(=C(/O)c3ccc(C)cc3)C(=O)C(=O)N2c2ccccn2)cc1OC (stereo unspecified),i,i,i,i,i,i,i,i,i,4,8
Cc1ccc(NC(=O)N(CCC(=O)O)Cc2ccccc2)cc1,i,i,i,i,i,i,i,i,i,-2,-13
O=c1c(Cc2ccc(F)cc2)c(O)ccn1CCCN1CCOCC1,i,i,i,i,i,i,i,i,i,2,5
CCCN1CCN(CCCNC(=O)CN2C(=O)COc3ccccc32)CC1,i,i,i,i,i,i,i,i,i,-2,1

# More entries:
SMILES,MrgX1 antag,ANO1 block,TRPC6 inhibitor,MrgX1 ag,TRPC6 activator,MrgX1 allo act,RGS4 pot,RGS4 block,ANO1 activ,HDAC3 inhib,SKKanGAS inh
COC(=O)C1=C(C)N(Cc2ccccc2)C(=O)N[C@H]1CCc1ccccc1,i,i,i,i,i,i,i,i,i,1,11
CCCCOc1ccc(CN2CCC(O)CC2)cc1,i,i,i,i,i,i,i,i,i,-6,2
Cc1ccc(OCC(=O)Nc2cc(C(=O)O)cc(C(=O)O)c2)cc1C,i,i,i,i,i,i,i,i,i,-6,4
COc1ccc(C(=O)Nc2nc3c(s2)CCCC3)cc1S(=O)(=O)N1CCCc2ccccc21,i,i,i,i,i,i,i,i,i,0,28
CCOC(=O)[C@H]1[C@H]2COc3ccc(OC)cc3[C@@H]2N2C(=O)c3cc(F)c(F)cc3NC(=O)[C@@]12C,i,i,nt,i,nt,i,nt,nt,i,-5,nt
CCCCCn1c(=S)[nH]c2ncccc2c1=O,i,i,i,i,i,i,i,i,i,1,2
COc1ccccc1OCCNC(=O)CNC(=O)c1ccc(Cl)c(Cl)c1,i,i,i,i,i,i,i,i,i,11,4

# Sorted by molar mass (smallest number first): 3 of the compounds above
SMILES,MrgX1 antag,ANO1 block,TRPC6 inhibitor,MrgX1 ag,TRPC6 activator,MrgX1 allo act,RGS4 pot,RGS4 block,ANO1 activ,HDAC3 inhib,SKKanGAS inh
CC(C)CN(C(=O)c1nn(C)c(=O)c2ccccc12)c1nc2ccccc2s1,i,i,i,i,i,7*,i,i,i,7,4
Cc1ccccc1CNC(=O)C(=O)NCCC1CCCCN1S(=O)(=O)c1ccccc1 (stereo unspecified),i,i,i,i,i,i,i,i,i,1,-8
CCOc1ccc(C(=O)N[C@H](C(=O)Nc2ccc(OC)c(S(=O)(=O)N3CCOCC3)c2)C(C)C)cc1,i,i,i,i,i,i,i,i,i,0,6

# Rows are unselected (roughly 6.7% active in at least one column).
